RGS4 block = RGS4 inhibitors, primary screen, cell-based, HEK293 M3R inducible RGS4, calcium flux | Regulator of G-protein signaling 4 (Homo sapiens), P49798 | Fluo-4 calcium flux; hits give high values; triggered by carbachol at its EC20 | B-score at 10 µM | hit rate 0.45% among 310,000 | AID 463165, 2010;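 active = B-score, a plate-corrected calcium signal, over three deviations above library mean, with baseline fluorescence within five deviations of library mean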;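 note: RGS4 expression induced by doxycycline in cells with stable M3 receptor; B-score is computed from the integrated fluorescence ratio over baseline after carbachol; higher B-score means a larger calcium signal and so more RGS4 inhibition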
Target sequence (P49798 whole entry, looked up): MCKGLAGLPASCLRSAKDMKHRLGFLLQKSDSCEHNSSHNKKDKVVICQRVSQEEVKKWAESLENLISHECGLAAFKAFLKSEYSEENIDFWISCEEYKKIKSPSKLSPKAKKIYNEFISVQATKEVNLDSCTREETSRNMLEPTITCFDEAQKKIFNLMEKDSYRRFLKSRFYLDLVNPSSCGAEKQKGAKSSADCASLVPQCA
RGS4 pot = RGS4 potentiators or activators, primary screen, cell-based, HEK293 M3R inducible RGS4, calcium flux; carbachol calcium flux Fluo4; hits give low values; hit rate 0.92% among 310,000; B-score at 10 µM;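 active = B-score of the integrated calcium signal more than 4 SD below the library mean, with starting fluorescence not abnormally high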;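 note: negative B-score means reduced calcium response which marks RGS4 activation or potentiation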
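Material: Inducible-RGS4 HEK293 cells carrying M3 receptor; also added: carbachol at ECmax as muscarinic agonist stimulus; incubation: compound preincubation 20 min at room temperature before agonist; signal: Fluo4-AM (2 µM) calcium-flux fluorescence, kinetic read; measure: integrated calcium ratio converted to B score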
TMEM16A act = TMEM16A chloride channel activators or potentiators, primary screen, cell-based, HTS | Anoctamin-1 (Mus musculus), Q8BHY3 | HEK293 TMEM16A/YFP-H148Q/I152L, iodide quench fluorescence; hits give low values | B-score at 10 µM | hit rate 0.3% among 340,000 | AID 623877, 2012;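 active = fluorescence-ratio B-score plate-corrected deviation score at least 3 library SD below zero, with starting fluorescence score within 5 deviations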;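 note: channel opened by trigger with iodide after compound preincubation; score built on the fluorescence ratio of max minus min over baseline; more negative score means more quench and so TMEM16A activation or potentiation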
MrgX1 antagonist = antagonists of human MrgX1 receptor, primary screen, HEK293 cells, Fluo-4 calcium flux. Mas-related G-protein coupled receptor member X1 (Homo sapiens), Q96LB2. BAM8-22 antagonism; hits give low values. B-score at 10 µM. hit rate 1.3% among 310,000. AID 588676, 2011;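 active = calcium-response B-score plate-corrected more than 3 library SD below zero, starting fluorescence within 5 deviations, no agonist response on first addition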;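 note: peak minus trough fluorescence over baseline after final BAM8-22 challenge near maximal dose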
Target sequence (Q96LB2 whole entry, looked up): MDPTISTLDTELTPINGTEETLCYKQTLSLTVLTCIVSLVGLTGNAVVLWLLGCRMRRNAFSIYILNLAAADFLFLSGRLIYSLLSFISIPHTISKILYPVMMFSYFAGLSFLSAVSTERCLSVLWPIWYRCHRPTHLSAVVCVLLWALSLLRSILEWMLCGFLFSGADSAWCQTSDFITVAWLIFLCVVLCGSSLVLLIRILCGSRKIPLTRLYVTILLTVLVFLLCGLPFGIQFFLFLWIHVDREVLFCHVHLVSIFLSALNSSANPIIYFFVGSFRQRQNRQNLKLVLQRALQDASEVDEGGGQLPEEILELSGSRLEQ
HDAC3 inh = HDAC3 deacetylase inhibitors, primary screen, biochemical, fluorescence, cell-free homogeneous. inhibition, % at 8.3 µM. hit rate 0.15% among 320,000. recombinant HDAC3, fluorogenic peptide/trypsin coupled; in the data active = inhibition above about 26%, passing the limit was not always enough
Target sequence (O15379 whole entry, looked up): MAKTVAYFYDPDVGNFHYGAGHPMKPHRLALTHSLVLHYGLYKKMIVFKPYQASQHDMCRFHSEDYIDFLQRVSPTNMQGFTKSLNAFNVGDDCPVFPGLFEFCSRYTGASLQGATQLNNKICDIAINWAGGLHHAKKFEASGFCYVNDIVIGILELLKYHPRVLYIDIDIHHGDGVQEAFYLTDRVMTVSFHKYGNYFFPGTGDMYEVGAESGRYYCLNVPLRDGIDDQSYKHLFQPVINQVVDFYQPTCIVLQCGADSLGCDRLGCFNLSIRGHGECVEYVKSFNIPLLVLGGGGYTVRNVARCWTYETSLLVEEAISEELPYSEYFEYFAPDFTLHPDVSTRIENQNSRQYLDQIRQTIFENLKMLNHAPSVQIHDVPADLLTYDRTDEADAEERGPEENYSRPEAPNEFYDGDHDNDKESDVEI
TMEM16A inh = TMEM16A chloride channel inhibitors, primary screen, cell-based, HTS; Anoctamin-1 (Mus musculus), Q8BHY3; HEK293 TMEM16A/YFP iodide influx fluorescence, ionomycin; normalized B-score (activity score, 25-100; higher = stronger inhibition) at 10 µM; hit rate 1.2% among 310,000; AID 588511, 2011;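 active = ratio plate-corrected score three or more library SD toward inhibition, starting fluorescence score within five deviations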;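 note: score derived from kinetic fluorescence span divided by baseline fluorescence per well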
TRPC6 activator = mouse TRPC6 channel activators, primary screen, cell-based, HEK293, membrane potential dye; Short transient receptor potential channel 6 (Mus musculus), Q61143; hit rate 0.13% among 310,000; B-score at 10 µM; HEK293-TRPC6 membrane potential dye fluorescence; hits give high values;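 active = B-score of the integrated fluorescence ratio above library mean plus 3 SD, and starting fluorescence ratio within library mean plus 5 SD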;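 note: higher score means more depolarization so channel activation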
MrgX1 ag = agonists of human MrgX1 receptor, primary screen, HEK293 cells, Fluo-4 calcium flux; Fluo-4 calcium fluorescence, agonist mode; hits give high values; B-score at 10 µM; hit rate 0.44% among 310,000;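 active = calcium response B-score plate-corrected fluorescence ratio at least 3 library SD, with starting fluorescence B-score inside 5 SD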
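Material – MrgX1-expressing HEK293 cells · Input – 15,000 cells seeded per well · Dosing – compound as first of three additions · Times – overnight seeding, then 1 h dark dye loading · Measured by – kinetic Fluo-4 NW fluorescence of intracellular calcium · Read-out – B-scored fluorescence response ratio · Benchmarks – positive and negative control wells on each plate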
SKKanGAS inh = S. pyogenes SKKanGAS growth inhibitors in kanamycin, primary screen, streptokinase expression inhibitor project, SKKanGAS strain, BacTiter-Glo luminescence. 6 h. inhibition, % at 7.5 µM. hit rate 1.3% among 300,000. AID 1662, 2009;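 active = mean replicate score, as percent of positive control median, at least 50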;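 note: strain carries kanamycin resistance gene driven by streptokinase promoter and grows in 40 µg/ml kanamycin; loss of luminescence reflects streptokinase promoter inhibition or plain growth inhibition; 0% = median of DMSO wells and 100% = positive control at its reference dose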
TRPC6 inh = mouse TRPC6 channel inhibitors, primary screen, cell-based, HEK293, membrane potential dye. hit rate 1.1% among 310,000. B-score at 10 µM. AID 2553, 2010. ACh-evoked depolarization; hits give low values. Short transient receptor potential channel 6 (Mus musculus), Q61143;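 active = B-score under library mean minus 3 SD, initial fluorescence not abnormally high, positive integrated signal ratio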;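 note: B-score derived from integrated fluorescence ratio over the kinetic read; more negative B-score means stronger inhibition of depolarization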
MrgX1 allo act = positive allosteric modulators of MrgX1, primary screen, HEK293 cells, Fluo-4 calcium flux; Mas-related G-protein coupled receptor member X1 (Homo sapiens), Q96LB2; hit rate 0.63% among 310,000; FDSS; hits give high values; B-score at 10 µM;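 active = plate-corrected calcium response at least 3 library SD above typical, normal starting fluorescence, not activating the receptor alone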;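 note: compound read alongside a low EC10 to EC30 dose of BAM8-22 agonist; peak minus trough fluorescence over baseline measured at the second addition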
Starred values were filed as active, the others as inactive; i = inactive; · = no result given. Not a hit list; any-hit rate near 6.7%.

SMILES | RGS4 block | RGS4 pot | TMEM16A act | MrgX1 antagonist | HDAC3 inh | TMEM16A inh | TRPC6 activator | MrgX1 ag | SKKanGAS inh | TRPC6 inh | MrgX1 allo act
O=C(Nc1ccccc1OC(F)F)c1oc2ccccc2c1COc1ccccc1 | i | i | i | i | -15.6 | i | i | i | -7.9 | i | i
COCCCNC(=O)c1ccc2nc3ccccc3c(=O)n2c1 | i | i | i | i | -26.8 | i | i | i | 5.2 | i | i
NC(=O)CC(NC(=O)Cc1ccc(Br)cc1)c1ccc(NCCN2CCCCC2)c([N+](=O)[O-])c1 (stereo unspecified) | i | i | i | i | 13.9 | i | i | i | 5.8 | i | i
CCN(C(=O)Cn1c(=O)oc2ccccc21)c1ccc(C)c(C)c1 | i | i | i | i | -4.6 | i | i | i | 4.5 | i | i
CCOC(=O)CSc1nnc(Cc2ccccc2)n1-c1ccc(C)cc1 | i | i | i | i | 2.5 | i | i | i | -4.4 | i | i
CCOC(=O)c1c(SCC(=O)Nc2nccs2)nc(C)c(C)c1C | i | i | i | i | 4.5 | i | i | i | 17.0 | i | i
Cc1ccc(N(CC(=O)N/N=C/c2ccco2)S(=O)(=O)c2ccccc2)cc1 | i | i | i | i | -3.9 | i | i | i | 3.3 | i | i
Cc1ccc(NC(=O)c2c(C(F)(F)F)nn(C)c2Cl)cc1C | i | i | i | i | -2.5 | i | i | i | 0.5 | i | i
NC(=O)c1ccccc1 | i | i | i | i | 3.0 | i | i | i | -3.4 | i | i
CO[C@H]1O[C@H](CBr)[C@@H](OC(=O)c2ccccc2)[C@H](O)[C@H]1O | i | i | i | i | -0.3 | i | i | i | -1.4 | i | i
CCc1nc(CN2CCN(Cc3ccc(F)c(F)c3)C(CCO)C2)c(C)[nH]1 (stereo unspecified) | i | i | i | i | -0.2 | i | i | i | -10.9 | i | i
C/C(=N\NC(=O)c1cc2ccccc2cc1O)c1cc2ccccc2o1 | i | i | i | i | 6.6 | 100* | i | i | 77.8* | i | 21.5*
COc1cccc(N(CC(=O)NC2CCCC2)C(=O)CCCC(=O)Nc2ccccn2)c1 | i | i | i | i | 0.7 | i | i | i | 6.4 | i | i
COc1ccc(NC(=O)CN(Cc2ccccc2)S(C)(=O)=O)cc1OC | i | i | i | i | -1.3 | i | i | i | 0.2 | i | i
COc1cc(/C=N/N2CCN(c3ccccc3)CC2)ccc1OC(C)=O | i | i | i | i | 11.8 | i | i | i | · | i | i
COc1cc(S(=O)(=O)NCc2ccccn2)ccc1Cl | i | i | i | i | 0.6 | i | i | i | -1.1 | i | i
Brc1cccc(-c2nnc3sc(CN4CCCCC4)cn23)c1 | i | i | i | i | -4.1 | i | i | i | 5.2 | i | i
Cc1cc(C)cc(OC(C)c2ccnc3nc(/N=C/N(C)C)nn23)c1 (stereo unspecified) | i | i | i | i | -9.2 | i | i | i | -0.8 | i | i
CCN(CC)C(=O)CN(C#N)c1nc(NC(C)C)nc(NC(C)C)n1 | i | i | i | i | -0.3 | i | i | i | 3.4 | i | i
[O-]/C(=C(\C(=S)Nc1ccc(SC(F)F)cc1)[n+]1ccccc1)c1cc(Cl)ccc1Cl | i | i | i | i | 6.6 | i | i | i | 5.7 | i | i
O=C(N/N=C/c1ccc2c(c1)OCO2)c1ccc(Cn2cc([N+](=O)[O-])cn2)o1 | i | i | i | i | 21.3 | i | i | i | 7.9 | i | i
CCN(/N=C/c1ccc(Cl)cc1)c1cc(=O)n(C)c(=O)[nH]1 | i | i | i | i | 3.8 | i | i | i | 5.4 | i | i
COc1cc(NS(=O)(=O)c2ccc(NC(=O)C3CCCO3)cc2)nc(OC)n1 (stereo unspecified) | i | i | i | i | -0.5 | i | i | i | · | i | i
COc1cccc(OC)c1C(=O)Nc1ccccc1C(=O)N1CCCCCC1 | i | i | i | i | -5.0 | i | i | i | -9.2 | i | i
Cc1nn(-c2cc(C(F)(F)F)ccc2Cl)c2nc(C(F)(F)F)[nH]c(=O)c12 | i | i | i | i | 0.4 | i | i | i | 19.4 | i | i
Cc1ccccc1NC(=O)Cc1nnc(SCc2ccc(Cl)c(Cl)c2)n1C | i | i | i | i | -1.0 | i | i | i | -8.6 | i | i
O=C1C=C(NCc2ccc3c(c2)OCO3)CC(c2ccccc2)C1 (stereo unspecified) | i | i | · | i | -3.0 | i | i | i | 2.9 | i | i
CCCC(=O)Nc1ccc2nc(SCC(=O)Nc3nccs3)sc2c1 | i | i | i | i | 9.7 | i | i | i | 4.5 | i | i
O=C(NCC(O)c1ccc([N+](=O)[O-])cc1)C(c1ccccc1)c1ccccc1 (stereo unspecified) | i | i | i | i | -1.7 | i | i | i | 0.1 | i | i
CCCSCC(=O)Nc1ncc2c(n1)-c1ccccc1CC2 | i | i | i | -4.66* | 5.3 | i | i | i | 5.1 | i | i
COc1ccccc1OCCn1c(SCC(N)=O)nc2ccccc21 | i | i | i | i | 10.7 | i | i | i | -1.9 | i | i
CCOc1ccc(NC(=O)c2ccc(NC(=O)c3cn4c5c(c(N6CCN(C)CC6)c(F)cc5c3=O)OCC4C)cc2)cc1 (stereo unspecified) | i | i | i | i | -8.9 | i | i | i | 7.2 | i | i
c1ccc(C2=Nc3ccccc3OC2)cc1 | i | i | i | i | -6.8 | i | i | i | 2.7 | i | i
C=C1CCC2[C@](C)(CO[C@@H]3O[C@H](CO)[C@@H](O)[C@H](O)[C@H]3O)CCC[C@@]2(C)[C@@H]1CCC1=CCOC1=O (stereo partly specified) | · | · | i | i | 3.3 | i | · | i | · | · | i
CCN(c1ccc(NC(=O)CCc2nc3sc4c(c3c(=O)[nH]2)CCCC4)cc1)C(C)C | i | i | i | i | -5.2 | i | i | i | 6.4 | i | i
Cc1cccc2cc3c(nc12)SC(=NCC1CCCO1)N(Cc1ccco1)C3 (stereo unspecified) | i | i | i | i | 7.3 | i | i | i | 40.3 | i | i
CSc1nnc(-c2ccncc2)n1CCCN1CCCC1=O | i | i | i | i | 7.6 | i | i | i | -9.2 | i | i
COC(=O)C(=Cc1ccc(-c2ccsc2C(=O)OC)o1)C(=O)OC | i | i | i | i | 4.7 | i | i | i | 47.2 | i | i
CC1CCN(S(=O)(=O)c2ccc(C(=O)NNC(=O)C3CC3)cc2)CC1 | i | i | i | i | -5.8 | i | i | i | 1.4 | i | i
CC1CCN(S(=O)(=O)c2ccc3c(ccn3CC(=O)O)c2)CC1 | i | i | i | i | 3.2 | i | i | i | 1.1 | i | i
CCOc1ccccc1CNc1ccc(N2CCOCC2)c(C(=O)O)c1 | i | i | i | i | -2.0 | i | i | i | -6.2 | i | i
COc1ccc(CCNC(=O)CCC(=O)NC2CCCC(C)C2C)cc1OC (stereo unspecified) | i | i | i | i | 0.2 | i | i | i | -3.5 | i | i
O=C(N/N=C1\CCCc2ccccc21)c1cccc(Br)c1 | i | i | i | i | -1.3 | i | i | i | 16.9 | i | i
CC(=O)N1c2ccc(S(=O)(=O)N3CCC(C(=O)NCc4ccc(N(C)C)cc4)CC3)cc2CC1C (stereo unspecified) | i | i | i | i | -2.5 | i | i | i | 5.1 | i | i
CSC(=O)NC12CC3CC(CC(C)(C3)C1)C2 | i | i | i | i | -0.9 | i | i | i | 0.4 | i | i
COc1nc(NCC(C)C)nc(Oc2ccc(=O)n(-c3ccccc3)n2)n1 | i | i | i | i | 1.6 | i | i | i | 2.7 | i | i
COc1ccc(C(=O)C[n+]2ccc3c(c2)nc(-c2ccccc2)n3C)cc1 | i | i | i | i | · | i | i | i | 0.5 | i | i
COc1cccc(NC(=O)COC(=O)c2cc(S(=O)(=O)N3CCOCC3)ccc2C)c1 | i | i | i | i | -3.8 | i | i | i | 0.6 | i | i
CCCCNc1c([N+](=O)[O-])cc(C(=O)O)cc1[N+](=O)[O-] | i | i | i | i | · | i | i | i | -6.1 | i | i
COc1cc(/C=C2/N=C(C3CCCCC3)OC2=O)cc(OC)c1OC | i | i | i | i | 1.0 | i | i | i | 1.2 | i | i
CC(C)CNC(=O)c1ccc2c(c1)C(=O)N(C1CCCCC1)C2=O | i | i | i | i | -4.4 | i | i | i | 0.5 | i | i
COCCCNC(=O)c1cn(-c2cccc(OC)c2)c(=O)c2ccccc12 | i | i | i | i | -1.1 | i | i | i | -2.0 | i | i
Cc1cccc(OCCNC(=S)NC(=O)c2cccnc2)c1 | i | i | i | i | -7.7 | i | i | i | -5.9 | i | i
COc1ccc(NC(=O)c2ccc(-c3ccc(OC)cc3)s2)cc1 | i | i | i | i | 2.1 | i | i | i | 6.0 | i | i
O=C(CS(=O)CC(=O)Nc1cccnc1)Nc1ccc(F)cc1 (stereo unspecified) | i | i | i | i | 1.1 | i | i | i | -4.3 | i | i
O=[N+]([O-])c1ccc(NCc2ccccc2N2CCC(CO)CC2)nc1 | i | i | i | i | 0.7 | i | i | i | -5.8 | i | i
COc1cc2[nH]c(=S)n(CCCN3CCOCC3)c(=O)c2cc1OC | i | i | i | i | 3.5 | i | i | i | 0.3 | i | i
CCN(C(=O)c1cc2ccccc2oc1=O)c1cccc(C)c1 | i | i | i | i | -0.7 | i | i | i | -9.2 | i | i

Compound activity deposited in PubChem by several laboratories.
